Compound activity from PubChem.
GRP78 ERSR act: ER stress response induction in glioma. U87-MG GRP78 promoter luciferase reporter, 16 h. Potency, µM, without a hit: at the highest dose activation, usual class: activators. 0.02% of 420,000 active. AID 602332; also: potency is read from the fitted curve at half-maximal effect; series mostly up to about 76 µM; % of control where 0% means no effect; nearly all actives have a fitted effect of over 35% in size
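Stably transfected U87-MG human glioma cells carrying a GRP78-based luminescent sensor were seeded at 1000 cells/well, pin-dosed with compounds and incubated 16 h. Luciferase reagent was then added, and end-point luminescence was read after 10 min at room temperature.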
USP1 inh: USP1/UAF1 (human) deubiquitinase inhibition; recombinant USP1/UAF1, Ub-Rhodamine cleavage fluorescence; 0.23% of 390,000 active; O94782; Potency, µM (titrated, usually from 57.1 µM), for inactives: at the top dose activity change, negative = inhibition, usual class: inhibitors; also: potency is read from the fitted curve at half-maximal effect; % is scaled to controls: 0 for no effect and ±100 for the full control effect; nearly all actives have a fitted effect of over 60% in size; inactives centre near -12
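USP1/UAF1 complex at 1 nM was preincubated with compound for 15 min at room temperature, then Ub-Rho substrate (150nM final) was added. Fluorescence (480/540 nm) was read kinetically, 6 reads every 60 seconds.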
TrxR1 substrate: rat thioredoxin reductase 1 substrate activity; O89049; purified TrxR1 substrate turnover, NADPH consumption readout; Potency, µM (titrated, usually from 114 µM), for the others: at the top dose activity change, negative = substrate turnover; 0.01% of 390,000 active; AID 588456; also: potency is read from the fitted curve at half-maximal effect; % is scaled to controls: 0 for no effect and ±100 for the full control effect; nearly all actives have a fitted effect of over 50% in size
Target sequence (O89049 whole entry, looked up): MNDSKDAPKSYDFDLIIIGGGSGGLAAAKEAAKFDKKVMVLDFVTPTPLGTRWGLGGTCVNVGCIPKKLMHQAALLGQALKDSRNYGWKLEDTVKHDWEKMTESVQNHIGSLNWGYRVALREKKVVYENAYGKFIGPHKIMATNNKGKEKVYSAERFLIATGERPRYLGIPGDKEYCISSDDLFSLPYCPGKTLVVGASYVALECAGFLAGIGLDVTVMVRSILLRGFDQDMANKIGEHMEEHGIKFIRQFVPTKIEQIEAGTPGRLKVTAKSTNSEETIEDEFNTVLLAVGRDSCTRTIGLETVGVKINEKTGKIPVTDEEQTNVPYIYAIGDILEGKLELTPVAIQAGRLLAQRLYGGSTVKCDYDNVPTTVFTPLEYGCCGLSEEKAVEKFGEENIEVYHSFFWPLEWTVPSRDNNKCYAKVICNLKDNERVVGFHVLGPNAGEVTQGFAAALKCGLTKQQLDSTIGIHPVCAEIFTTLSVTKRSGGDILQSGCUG
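Rat TrxR1, dispensed at 90 nM, was prereduced with 400 uM NADPH (final) for 5 min at ~22 deg C, then incubated with compound 15 min before 400 uM selenite. A first-read NADPH fluorescence drop versus no-compound background flagged substrates.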
Vif-APOBEC3G blk: Vif-A3G binding inhibition; HeLa A3G-eYFP + Vif (tagged APOBEC3G with the HIV-1 protein that degrades it), YFP fluorescence, overnight; Potency, µM (titrated, usually from 46.1 µM), without a hit: at the highest dose activity, negative = active, most hits filed as inhibitors; 0.076% of 410,000 active;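 also: potency is read from the fitted curve at half-maximal effect; % is scaled to controls: 0 for no effect and ±100 for the full control effect; nearly all actives have a fitted effect of over 60% in size; hits raise eYFP signal because A3G escapes Vif-driven loss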
Target sequence (Q9HC16 whole entry, looked up): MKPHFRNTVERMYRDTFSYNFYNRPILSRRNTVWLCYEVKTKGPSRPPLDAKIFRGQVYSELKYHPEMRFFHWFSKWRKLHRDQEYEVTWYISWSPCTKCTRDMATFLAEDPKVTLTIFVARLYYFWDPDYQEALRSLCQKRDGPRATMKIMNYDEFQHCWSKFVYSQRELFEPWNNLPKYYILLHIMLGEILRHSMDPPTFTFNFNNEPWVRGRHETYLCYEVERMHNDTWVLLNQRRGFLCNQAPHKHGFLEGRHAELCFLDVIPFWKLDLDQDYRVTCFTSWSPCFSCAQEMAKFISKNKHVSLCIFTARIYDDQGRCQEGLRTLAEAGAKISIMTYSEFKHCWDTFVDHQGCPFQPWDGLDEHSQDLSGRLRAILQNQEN
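Read-out is eYFP fluorescence (Ex 488/Em 500-530) from Vif-expressing HeLa A3G-eYFP cells; more signal means A3G escaped Vif-mediated degradation. Cells plated overnight, compound pinned in, incubated overnight at 37 deg C.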
RXFP1 agonist: activates the human relaxin receptor RXFP1; Q9HBX9; HEK293T-RXFP1 cAMP TR-FRET, 30 min; response scale: percent of porcine relaxin response, buffer zero; Potency, µM (series often up to 57.5 µM), without a hit: at the top dose activation, most hits filed as activators; 0.3% of 370,000 active; also: potency is read from the fitted curve at half-maximal effect; % is scaled to controls: 0 for no effect and ±100 for the full control effect; nearly all actives have a fitted effect of over 60% in size; many of its hits are not listed in these tables
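HEK293T cells stably expressing RXFP1 were pretreated with the PDE4 inhibitor Ro 20174, exposed to compounds for 30 min at 37C, lysed, and cAMP was read by TR-FRET. Data normalized to buffer (basal) and 29 nM porcine relaxin (100%).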
mIDH1 inhibitor: blocks human mutant IDH1 R132H enzyme. IDH1-R132H enzyme, NADPH consumption, diaphorase/resazurin fluorescence. AID 602179. 0.093% of 390,000 active. O75874. Potency, µM (doses to about 76.6 µM), inactives show at the highest dose activity change, negative = inhibition, hits mostly inhibitors; also: potency is read from the fitted curve at half-maximal effect; % is scaled to controls: 0 for no effect and ±100 for the full control effect; nearly all actives have a fitted effect of over 65% in size
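IDH1-R132H (0.5 ug/mL) preincubated 30 min with compound, then NADPH (0.016 mM) and alpha-KG (2 mM) added; 80 min at RT, pH 7.5. Remaining NADPH coupled via diaphorase/resazurin to fluorescence (540/590 nm); concentration-response curves normalized to no-enzyme control.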
LDHA block: inhibitors of human lactate dehydrogenase A | purified LDHA, NADH/diaphorase-resazurin fluorescence; hits give low values | 0.15% of 480,000 active | AID 1347041 | activity change, % (values are at about 110 or 230 µM); in the data active = activity change below about -30%; inconclusive = mostly about -25% to -30%;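 also: plate controls were DMSO wells for no effect and wells without enzyme for full effect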
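Human LDH5 at 2 nM final in Tris HCl pH 7.4 with 0.06 mM NADH and 0.2 mM pyruvate, reacted 5 minutes at room temperature. Remaining NADH coupled via diaphorase/resazurin; resorufin fluorescence read at 0 and 20 minutes, normalized to enzyme-free and DMSO wells.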
Vif-A3F inh: Vif-A3F binding inhibition. HeLa A3F-eYFP + Vif (tagged APOBEC3F with the HIV-1 protein that degrades it), YFP fluorescence increase. Potency, µM (top dose mostly 46.1 µM), without a hit: at the top dose activity, negative = active. 0.2% of 390,000 active. AID 602313; also: potency is read from the fitted curve at half-maximal effect; % of control where 0% means no effect; nearly all actives have a fitted effect of over 65% in size
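HeLa cells stably expressing Vif plus C-terminally eYFP-tagged A3F were seeded, incubated overnight at 37 deg C, dosed with compound, incubated overnight again at 37 deg C. Yellow fluorescence (Ex 488/Em 500-530) reported blocked Vif-mediated A3F-eYFP degradation.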
PI4K2A inh: blocks human PI4K2A kinase activity | purified PI4K2A, ADP-Glo luminescence, 1 h; hits give low values | activity change, negative = inhibition, % at 76.9 µM | 0.13% of 420,000 active | AID 1346378; in the data active = activity change below about -50%; inconclusive = mostly about -30% to -49%;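 also: -100% = wells without enzyme as full effect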
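ADP-Glo luminescence measured ADP generated by PI4K2A enzyme (4 ug/mL before mixing) with 1.2 mM PI substrate (pre-mix) and 300 microM ATP (pre-mix). Tris pH7.5 buffer with MgCl2, Triton X-100; 1 h reaction at ambient temperature.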
Active calls of the source: *; ? = inconclusive; . = not tested or not shown; [ ] = remark or other dose. Unless noted, calls follow the shape of the dose curve; as a rule, active = well fitted curve in the direction sought with a large enough effect; inconclusive = small, poorly fitted or top-dose-only effect, or another doubt; inactive = no such curve, though single readings can be large; an effect the other way counts as inactive or inconclusive.

SMILES	GRP78 ERSR act	USP1 inh	TrxR1 substrate	Vif-APOBEC3G blk	RXFP1 agonist	mIDH1 inhibitor	LDHA block	Vif-A3F inh	PI4K2A inh
CCOc1ccc(-n2c(SCC(=O)NCC3CCCO3)nc3c([nH]c4ccccc43)c2=O)cc1 (stereo not drawn)	-1%	-16%	3%[57.1 µM]	1%	1.4%	1%	-11	5%	-1
CC(C)(O)C#Cc1ccc(CN2CCN(Cc3ccsc3)C(CCO)C2)cc1 (stereo not drawn)	-5%	-5%	1%	1%	0.5%	-13%	-5	1%	2
O=C(CSc1ccccc1[N+](=O)[O-])NC1CCS(=O)(=O)C1 (stereo not drawn)	-6%	2%	1%	-1%	0.0%	4%	-4	-14%	-3
CCC(CC)c1nc2ccccc2c(=O)[nH]1	-3%	-19%	-3%	2%	0.8%	10%	-1	2%	-6
Nc1nccnc1C(=O)OCC(=O)Nc1cccc(S(=O)(=O)N2CCCCC2)c1	-5%	-19%	0%	0%	3.9%	6%	-10	9%	0
O=C(NCCc1ccccc1)C1CCN(S(=O)(=O)c2ccc(-c3nn[nH]n3)cc2)CC1	-2%	-14%	-1%	0%	-2.2%	-13%	-10	-6%	-8
Cc1ccc(S(=O)(=O)N2C[C@H]3n4c(=O)ccc(=O)n4C[C@H](OC(=O)Nc4cccs4)[C@@]3(O)C2)cc1	-12%	-13%	.	?	.	0%	1	3%	-12
CCOc1ccc(/C=C/C(=O)c2ccccc2)cc1OC	?	-25%	-9%	-12%	-1.0%	8%	-1	-5%	2
COc1ccccc1CN(C)C(=O)c1ccc(COc2ccccc2)cc1	-3%	-17%	-2%	1%	4.3%	-11%	-2	1%	-5
COc1cc(CCC(=O)OCC(=O)Nc2ccc(F)cc2F)cc(OC)c1OC	-4%	-7%	6%	3%	4.5%	-1%	-3	3%	3
O=C(CNC(=O)c1ccccc1F)NCc1ccncc1	-2%	5%	7%[57.1 µM]	-1%	.	-10%	-2	-23%	3
CCCn1c(=O)[nH]c(=O)c2c1nc(-c1ccc(OC(F)F)c(OC)c1)n2CCOC	-1%	-11%	39%[activator]	0%	3.7%	1%	14	-7%	-5
C(=C\CSc1ncn[nH]1)/CSc1ncn[nH]1	0%	-12%	6%	-3%	8.3%	1%	0	2%	1
CCN(CC)CC(O)CN1c2ccccc2Sc2ccccc21 (stereo not drawn)	-4%	-15%	2%	-2%	-3.5%	-14%	-4	0%	2
CCn1cc2nc(SCc3cccc(Cl)c3)n(Cc3ccc(C)cc3)c(=O)c2n1	-3%	-28%	-3%	-1%	2.2%	7%	3	1%	0
Cc1cc(C)c(NC(=O)CSc2nc3ccccc3nc2N2CCCCC2)c(C)c1	-2%	?	3%	1%	3.9%	17%	6	1%	0
Cn1c(N)c(C(=O)COC(=O)C23CC4CC(CC(C4)C2)C3)c(=O)n(C)c1=O	-9%	-4%	1%	8%	0.8%	-5%	1	-8%	8
O=C(O)COc1ccc(/C=N/n2cnc3scc(-c4cccs4)c3c2=O)cc1	3%	-21%	-6%	-5%	2.0%	7%	-6	-20%	-8
C=CCC1(CC=C)CCCN1C(=O)C1CCC(=O)N(CCc2ccc(Cl)cc2)C1 (stereo not drawn)	2%	-20%	3%	3%	1.2%	8%	2	-6%	-3
CCOc1ccc(Br)cc1S(=O)(=O)Nc1ccccc1N1CCOCC1	-1%	-10%	4%	0%	1.8%	3%	-2	0%	-5
COc1ccc(NC(=O)Cn2cnc3sc(C)c(S(=O)(=O)N4CCOCC4)c3c2=O)cc1Cl	2%	-3%	-3%	-4%	-0.5%	0%	-6	0%	2
CCOc1cccc(C(=O)Nc2ccc(N3CCN(S(C)(=O)=O)CC3)cc2)c1	-2%	-17%	10%	0%	1.1%	1%	0	1%	0
Cc1ccc(-n2c(=O)cc(N3CCN(C(=O)c4ccco4)CC3)[nH]c2=O)cc1	-2%	2%	2%	3%	0.7%	0%	-5	-1%	-2
O=Nc1c2cc(-c3ccccc3)[nH]nc-2c2ccccc12	-8%	-20%	4%	-1%	0.7%	4%	-1	-1%	-16
Cc1c(Cl)cccc1NC(=S)Nc1ccc(S(=O)(=O)Nc2ncccn2)cc1	-1%	-2%	7%[57.1 µM]	1%	.	2%	-8	10%	5
COc1ccc2[nH]c3c(c2c1)CCN1C(=O)C(CC(=O)NCc2ccco2)C[C@H](C(=O)N2CCOCC2)[C@@]31CCC1CCCC1 (stereo partly drawn)	-3%	-31%	-2%	-4%	.	-2%[38.3 µM]	-2	2%	3
CCN1CCN(C(=S)NCCc2ccccc2)CC1	9%	-20%	4%	1%	0.3%	0%	?	-12%	23
O=C(Nc1ccc(C(=O)N2CCCCC2)cc1)c1ccc(Br)cc1	?	-2%	0%	-7%	1.4%	-1%	-7	0%	-2
CCCCc1nnc(NC(=O)COC)s1	4%	-14%	1%	-1%	1.0%	-2%	-4	13%	2
Clc1cccc(OCCn2ccnc2)c1	-9%	2%	4%	1%	3.8%	4%	-2	-2%	2
COc1ccc(OC)c(S(=O)(=O)N/N=C\c2ccc3c(c2)OCO3)c1	5%	-21%	0%	4%	5.8%	-19%	-1	0%	-7
COc1ccc(C(=O)N(CCCO)C(C)C(=O)NC2CCCCC2)cc1OC (stereo not drawn)	-4%	4%	5%	5%	0.9%	6%	-9	4%	-2
Cn1cnc([N+](=O)[O-])c1S(=O)(=O)Nc1ccccc1	-14%	-11%	15%[2.29 µM]	-19%	.	1%	-14	2%	-9
CCCOc1c(OC)cc(Cl)cc1C1NC(=O)NC(C)=C1C(=O)NCc1ccccc1 (stereo not drawn)	-3%	-11%	5%	2%	-0.5%	-5%	-5	1%	5
CCN(CC)c1ccc(/C=N/n2nnnc2N)c(O)c1	9%	-11%	-3%	-19%	0.3%	7%	29	2%	2
CCOC(=O)c1cn(CC)c2c(ccc3ccccc32)c1=O	2%	-10%	11%[57.1 µM]	-3%	-0.6%	14%	0	-2%	1
COc1ccc(S(=O)(=O)Nc2cccc(F)c2C)cc1C(=O)N1CCOCC1	-5%	-19%	2%[57.1 µM]	-1%	0.6%	-5%	-12	22%	-3
COc1ccc(S(=O)(=O)N2CCCCC2)cc1NC(=O)c1cc([N+](=O)[O-])ccc1N1CCOCC1	-5%	-7%	6%	2%	21%	7%	-2	6%	-7
COc1ccc(Cl)cc1NC(=O)CN(C)C(=O)c1ccc(-n2cncn2)cc1	-5%	-5%	2%	-1%	.	-9%	-7	10%	0
O=[N+]([O-])c1cc(S(=O)(=O)NC2=NCCCCC2)ccc1Cl	-10%	-17%	3%[57.1 µM]	-5%	0.1%	4%	0	-15%	-4
CCOC(=O)Cn1c(=O)n(C2CCCCC2)c2nc(-c3cccc(F)c3)nc(C(N)=O)c21	-2%	-9%	4%[57.1 µM]	-5%	1.3%	1%	3	-2%	0
COc1ccc(CC(C(=O)Nc2ccc(OC)cc2)c2nn[nH]n2)cc1 (stereo not drawn)	-1%	-23%	4%	0%	0.0%	-5%	0	-12%	3
CCCCOc1ccc(C2C3CN(C(=O)OCC)CC=C3C(C#N)=C(N)C2(C#N)C#N)cc1OC (stereo not drawn)	0%	?	6%	-12%	-1.4%	-16%	-3	-17%	30
CN(CC(=O)Nc1ccc(Cl)c(C(F)(F)F)c1)C(=O)Cc1c[nH]c2ccccc12	-5%	-22%	-5%	0%	2.1%	-1%	-4	2%	3
COc1ccc(CC(=O)N2CCN(c3ccccc3F)CC2)cc1OC	-1%	-15%	-4%	7%	1.6%	-1%	-1	10%	1
Cc1ccc(SCC(=O)OCn2nnc3ccccc3c2=O)cc1C	-3%	-17%	-1%	-1%	3.4%	6%	-9	-6%	-2
CC(C)(C)NC(=S)NCC1CC1	-4%	-21%	-10%	-1%	-3.2%	-2%	-7	-2%	0
COc1ccc(CCNC(=S)NC(=O)c2ccc(Br)cc2)cc1OC	1%	-10%	-3%	3%	0.2%	-1%	-1	5%	0
COc1ccc(OC)c(S(=O)(=O)NCC(=O)NC2CCCc3ccccc32)c1 (stereo not drawn)	-4%	-15%	-1%	-1%	0.7%	-3%	-1	3%	-6
COc1ccccc1CNC(=O)c1ccoc1C	-2%	-9%	-2%	1%	-1.4%	1%	-4	-3%	-1
Cc1ccc(-c2csc(NC(=O)c3ccc4c(=O)n5c(nc4c3)CCCCC5)n2)cc1	-3%	-1%	1%	3%	1.3%	0%	2	7%	0
Fc1ccc2[nH]c3c(NCc4ccccc4)ncnc3c2c1	-5%	-4%	19%[57.1 µM]	-6%	5.7%	-5%	-14	2%	6
CCOc1ccc(N2C(=O)c3n[nH]c(-c4cccs4)c3C2c2cccc(F)c2)cc1 (stereo not drawn)	.	-3%	11%[11.4 µM]	.	-0.1%	.	-1	.	0
CCOC(=O)c1[nH]c(C)c(CCC(=O)NCc2ccccc2Cl)c1C	-2%	-12%	5%[57.1 µM]	1%	5.4%	20%	3	-10%	-2

Some of the compounds tested, so the mix of outcomes need not match the whole.
